TAAR1 ag: agonists of human TAAR1. CHO RD-HGA16 TAAR1, Fluo-8 calcium fluorescence; vehicle wells 0%, saturating PEA agonist 100%. activation, % at 3 µM. actives 0.99% (n = 360,000). AID 624467;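 active means activation above the mean activation of all test compounds in the run plus 3 SD, cut at about 38% in these data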
Target sequence (Q96RJ0 whole entry, looked up): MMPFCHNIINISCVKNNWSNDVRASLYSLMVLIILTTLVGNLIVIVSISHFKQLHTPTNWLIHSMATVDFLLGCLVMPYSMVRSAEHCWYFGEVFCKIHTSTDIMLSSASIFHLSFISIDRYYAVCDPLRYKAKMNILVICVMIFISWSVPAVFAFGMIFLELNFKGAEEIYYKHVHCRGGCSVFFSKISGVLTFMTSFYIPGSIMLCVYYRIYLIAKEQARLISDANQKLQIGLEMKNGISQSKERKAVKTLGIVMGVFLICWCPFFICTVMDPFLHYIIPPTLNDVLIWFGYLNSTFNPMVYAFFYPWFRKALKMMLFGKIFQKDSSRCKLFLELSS
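test system = CHO RD-HGA16 cells carrying human TAAR1 plus Gα16 | schedule = 17-24 h seeding, 75 min 37 °C dye, 30 min RT | compound dosing = 3 µM single concentration | control set = DMSO and PEA EC100 | replicates = n 1 | signal = Fluo-8 fluorescence, 5 s baseline then 140 s kinetic read | measure = percent activation vs PEA EC100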
CHRM5 PAM: potentiates acetylcholine response at human M5 receptor | activation, % at 3 µM | CHO-K1 hM5, Fluo-8 calcium, ACh EC20 PAM; 0% = ACh EC20, 100% = ACh EC100 | P08912 | actives 0.3% (n = 360,000);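 active means activation above the run cutoff, the mean activation of all test compounds plus 3 SD, cut at about 18% in these data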
Target sequence (P08912 whole entry, looked up): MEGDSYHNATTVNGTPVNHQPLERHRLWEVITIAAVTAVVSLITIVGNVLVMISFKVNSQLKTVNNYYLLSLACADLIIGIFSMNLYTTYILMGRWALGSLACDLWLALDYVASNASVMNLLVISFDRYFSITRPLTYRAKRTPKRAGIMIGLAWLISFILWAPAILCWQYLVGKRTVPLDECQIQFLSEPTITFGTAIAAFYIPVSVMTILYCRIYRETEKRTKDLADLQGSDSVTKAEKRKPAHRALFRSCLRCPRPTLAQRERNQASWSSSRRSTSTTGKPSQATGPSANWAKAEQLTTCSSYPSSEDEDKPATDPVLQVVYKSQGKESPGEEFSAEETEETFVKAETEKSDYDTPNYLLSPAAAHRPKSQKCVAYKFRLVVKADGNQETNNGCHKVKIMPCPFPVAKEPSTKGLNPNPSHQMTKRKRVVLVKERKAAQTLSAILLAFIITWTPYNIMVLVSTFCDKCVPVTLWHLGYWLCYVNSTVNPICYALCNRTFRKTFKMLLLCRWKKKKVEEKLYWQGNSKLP
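Test system: CHO-K1 hM5 cells / Doses: single-point, 3 µM nominal / Times: Post-acetylcholine fluorescence recording 140 s / Technique: Fluo-8 calcium fluorescence / Measure: Max/basal fluorescence ratio as % of EC20–EC100 ACh window / Benchmarks: low control EC20 acetylcholine (0%), high control EC100 acetylcholine (100%) / Replicates: one well per compound, no replicates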
CHRM1 agonist: agonists of human M1 muscarinic receptor. CHO-K1 hM1, Fluo-8 calcium fluorescence, agonist mode; 0% DMSO, 100% acetylcholine EC100. activation, % at 3 µM. actives 0.33% (n = 360,000). AID 588814;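 active means activation above the run's mean compound activation plus 3 SD, cut at about 16% in these data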;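 further: peak over basal fluorescence ratio within a 140 s kinetic read after compound addition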
M4 antag: antagonists of human muscarinic M4 receptor (CHRM4); P08173; CHO-hM4 cells, ACh EC80, Fluo-8 calcium fluorescence; inhibition, % at 3 µM; actives 0.73% (n = 360,000);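 active means inhibition above its plate's cutoff, the mean inhibition of sample wells plus 3 SD, cut at about 27% in these data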;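 further: 0% = acetylcholine EC80 with DMSO and 100% = DMSO without agonist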
CHRM5 antagonist: blocks acetylcholine activation of human M5 receptor | P08912 | CHO-hM5 cells, Fluo-8 calcium fluorescence, ACh EC80 | inhibition, % at 3 µM | actives 0.59% (n = 360,000) | AID 624040;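 active means inhibition above a per-plate cutoff, the mean of that plate's test compounds plus 3 SD, cut at about 27% in these data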;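 further: 0% = acetylcholine EC80 with DMSO and 100% = DMSO without agonist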
M4 ag: CHRM4 agonism in calcium assay; AID 624127; CHO-K1 hM4/Gqi5, Fluo-8 calcium fluorescence; vehicle 0%, full acetylcholine response 100%; actives 0.14% (n = 360,000); P08173; activation, % at 3 µM;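 active means activation above the run mean over all test wells plus 3 SD, cut at about 32% in these data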;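 further: peak over basal fluorescence ratio per well then scaled between controls; 0% = DMSO wells and 100% = acetylcholine at EC100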
CHRM5 agonist: agonists of human muscarinic M5 receptor (CHRM5); P08912; CHO-K1 hM5 cells, Fluo-8 calcium fluorescence; 0% DMSO wells, 100% maximal acetylcholine response; activation, % at 3 µM; actives 0.19% (n = 360,000);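 active means activation above the run's mean over test compounds plus 3 SD, cut at about 23% in these data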;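 further: signal is peak over basal fluorescence ratio across the kinetic read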
M1 antag: human CHRM1 antagonism; inhibition, % at 3 µM; P11229; AID 588852; CHO-K1 hM1, Fluo-8 calcium fluorescence, ACh EC80 antagonist; actives 1.3% (n = 360,000);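 active means percent inhibition above its own plate's cutoff, namely the mean of that plate's compound wells plus 3 SD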;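 further: peak over basal fluorescence ratio during 140 s after agonist addition; 0% = ACh EC80 plus DMSO and 100% = DMSO alone without agonist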
M1 PAM: human CHRM1 positive allosteric modulation | CHO-K1 hM1, Fluo-8 calcium fluorescence, ACh EC20; 0% = ACh EC20, 100% = maximal ACh | actives 0.088% (n = 360,000) | activation, % at 3 µM | P11229; in the data active means activation above about 19%, passing the limit was not always enough
Starred values were filed as active, the others as inactive. An excerpt. The share of hits here may be higher or lower than overall.

Screening Cc1ncc(CSc2nnnn2-c2ccccc2)c(N)n1 returned TAAR1 ag 11, CHRM5 PAM 3, CHRM1 agonist -7, M4 antag 12, CHRM5 antagonist -5, M4 ag 1, CHRM5 agonist 1, M1 antag 8 and M1 PAM -5.
Screening CC(C)=C(NC(=O)c1ccccc1)C(=O)NCCc1nc2ccccc2[nH]1 returned TAAR1 ag 8, CHRM5 PAM -7, CHRM1 agonist -1, M4 antag 5, CHRM5 antagonist 15, M4 ag 0, CHRM5 agonist -2, M1 antag -6 and M1 PAM 0.
Screening O=C1c2ccccc2NC(c2cccc(O)c2)N1Cc1ccco1 (stereo not drawn) returned TAAR1 ag 0, CHRM5 PAM -2, CHRM1 agonist -3, M4 antag 5, CHRM5 antagonist -3, M4 ag 3, CHRM5 agonist -1, M1 antag -15 and M1 PAM 0.
For CN(CC(=O)Nc1ccccc1Br)C(=O)c1ccccc1OCc1ccc(F)cc1 the results were TAAR1 ag 1, CHRM5 PAM -7, CHRM1 agonist -1, M4 antag -2, CHRM5 antagonist 10, M4 ag 5, CHRM5 agonist 0, M1 antag 1 and M1 PAM 3.
Screening O=C(CSc1ncn[nH]1)OCN1C(=O)c2ccccc2C1=O returned TAAR1 ag 9, CHRM5 PAM -2, CHRM1 agonist -6, M4 antag -1, CHRM5 antagonist 3, M4 ag 1, CHRM5 agonist 0, M1 antag -15 and M1 PAM 12.
`CCCCCCCC(=O)N/N=C(/C)c1c(O)cc(C)oc1=O` gave TAAR1 ag 4, CHRM5 PAM 5, CHRM1 agonist -8, M4 antag 0, CHRM5 antagonist 3, M4 ag 0, CHRM5 agonist 0, M1 antag -11 and M1 PAM 9.
For CCc1nnc(NS(=O)(=O)c2ccc(NC(=O)COc3ccc4ccccc4c3)cc2)s1 the results were TAAR1 ag -1, CHRM5 PAM 2, CHRM1 agonist -6, M4 antag 6, CHRM5 antagonist -18, M4 ag 0, CHRM5 agonist 0, M1 antag 8 and M1 PAM -6.
For Cc1onc(-c2ccccc2)c1C(=O)N1CCN(C(=O)c2ccco2)CC1 the results were TAAR1 ag 17, CHRM5 PAM 0, CHRM1 agonist -6, M4 antag 4, CHRM5 antagonist -4, M4 ag 1, CHRM5 agonist 1, M1 antag -9 and M1 PAM 6.
`CN(CC(=O)NCCc1ccccc1)S(=O)(=O)c1cccs1` gave TAAR1 ag 6, CHRM5 PAM -1, CHRM1 agonist -1, M4 antag -4, CHRM5 antagonist 2, M4 ag 3, CHRM5 agonist 0, M1 antag -14 and M1 PAM 3.
COc1cccc(N2CC(O)=C(c3nc4ccccc4c(=O)[nH]3)C2=N)c1 was read as CHRM5 PAM 2, CHRM1 agonist -13, M4 antag -1, CHRM5 antagonist 0, M4 ag 2, CHRM5 agonist 1, M1 antag -2 and M1 PAM 0.
Screening CCOc1ccc(NC(=O)c2sc3nc(N4CCOCC4)c4c(c3c2N)CC(C)(C)OC4)cc1 returned TAAR1 ag 0, CHRM5 PAM 3, CHRM1 agonist -1, M4 antag -1, CHRM5 antagonist -2, M4 ag 0, CHRM5 agonist -3, M1 antag -16 and M1 PAM 15.
Nc1nc2n(n1)C(c1ccco1)CC(c1ccccc1)N2 (stereo not drawn) was read as TAAR1 ag 6, CHRM5 PAM -10, CHRM1 agonist -1, M4 antag 9, CHRM5 antagonist 9, M4 ag 0, CHRM5 agonist 0, M1 antag 13 and M1 PAM -2.
Screening CC(C)c1ccc(NC(=O)C2C3C=CC4(O3)C2C(=O)N(CCCN2CCCCC2)C4C(=O)NC2CCCCC2)cc1 (stereo not drawn) returned TAAR1 ag 0, CHRM5 PAM -1, CHRM1 agonist -8, M4 antag 1, CHRM5 antagonist 4, M4 ag 1, CHRM5 agonist -2, M1 antag -12 and M1 PAM 8.
For O=C(Nc1nnc(SCC(=O)N2CCCCC2)s1)c1cccs1 the results were TAAR1 ag 1, CHRM5 PAM 8, CHRM1 agonist -1, M4 antag -19, CHRM5 antagonist -5, M4 ag 1, CHRM5 agonist 1, M1 antag -2 and M1 PAM 3.
Screening COc1ccc(NC(=O)CSc2nc3ccccc3c(=O)n2CCCN2CCOCC2)c(OC)c1 returned TAAR1 ag 0, CHRM5 PAM -2, CHRM1 agonist -9, M4 antag -6, CHRM5 antagonist -2, M4 ag 1, CHRM5 agonist -1, M1 antag -10 and M1 PAM 12.
Screening CC(C)(Cc1ccc(O)cc1)NC(=O)c1ccccc1 returned TAAR1 ag 4, CHRM5 PAM -8, CHRM1 agonist -2, M4 antag -5, CHRM5 antagonist 13, M4 ag 2, CHRM5 agonist -5, M1 antag -11 and M1 PAM 11.
CCN(CC(=O)NCc1ccc(Cl)cc1)C(=O)c1ccc2cc(OC)ccc2c1 was read as TAAR1 ag 0, CHRM5 PAM -10, CHRM1 agonist -1, M4 antag 1, CHRM5 antagonist 12, M4 ag 15, CHRM5 agonist 5, M1 antag -1 and M1 PAM -4.
CCCn1cnc2scc(-c3ccc(C)cc3)c2c1=O was read as TAAR1 ag 9, CHRM5 PAM -3, CHRM1 agonist -5, M4 antag 10, CHRM5 antagonist 5, M4 ag -1, CHRM5 agonist -5, M1 antag 6 and M1 PAM -8.
For COc1ccc(C(=O)NNC(=O)C2(C)CC2(Br)Br)cc1 (stereo not drawn) the results were TAAR1 ag -1, CHRM5 PAM -8, CHRM1 agonist -4, M4 antag -5, CHRM5 antagonist 14, M4 ag 2, CHRM5 agonist -6, M1 antag 1 and M1 PAM 1.
Screening Cc1ccnc2nc(C(=O)OCC(=O)c3ccc(Cl)cc3)nn12 returned TAAR1 ag 7, CHRM5 PAM -1, CHRM1 agonist -2, M4 antag -2, CHRM5 antagonist 4, M4 ag 1, CHRM5 agonist 0, M1 antag 3 and M1 PAM 4.
For C=CCn1nc2ccccc2c1OC the results were TAAR1 ag 7, CHRM5 PAM 5, CHRM1 agonist -4, M4 antag -2, CHRM5 antagonist 7, M4 ag 2, CHRM5 agonist 3, M1 antag -5 and M1 PAM 12.
CCOc1ccccc1/C=N/N1CCN(Cc2ccccc2)CC1 was read as TAAR1 ag -1, CHRM5 PAM 0, CHRM1 agonist -6, M4 antag -4, CHRM5 antagonist 17, M4 ag 0, CHRM5 agonist -6, M1 antag -14 and M1 PAM 8.
Screening O=C1N(Cc2cccnc2)C[C@@H]2C[C@@H](c3cccc(OCc4ccccc4)c3)N3CCC[C@@]123 returned TAAR1 ag 4, CHRM5 PAM 4, CHRM1 agonist -11, M4 antag -10, CHRM5 antagonist -15, M4 ag 4, CHRM5 agonist -8, M1 antag 10 and M1 PAM -20.
`COC(=O)N/N=C(\C)c1cccc(C(F)(F)F)c1` gave TAAR1 ag -2, CHRM5 PAM 0, CHRM1 agonist -5, M4 antag -1, CHRM5 antagonist -13, M4 ag 1, CHRM5 agonist -2, M1 antag -7 and M1 PAM 10.
Screening Cc1cc(C)c(NC(=S)NC(=O)c2c(Cl)c(C)nn2C)c([N+](=O)[O-])c1 returned TAAR1 ag -1, CHRM5 PAM -2, CHRM1 agonist -5, M4 antag -18, CHRM5 antagonist -8, M4 ag 0, CHRM5 agonist -4, M1 antag -3 and M1 PAM -2.
`CC(OC(=O)CN1C(=O)COc2ccccc21)C(=O)NCc1ccc(F)cc1` (stereo not drawn) gave TAAR1 ag 4, CHRM5 PAM 1, CHRM1 agonist -4, M4 antag -27, CHRM5 antagonist -1, M4 ag 1, CHRM5 agonist -5, M1 antag -5 and M1 PAM 3.
Cc1ccc(OCCn2c(=O)cnc3ccccc32)cc1 was read as TAAR1 ag 2, CHRM5 PAM -9, CHRM1 agonist -3, M4 antag 5, CHRM5 antagonist 5, M4 ag 4, CHRM5 agonist -4, M1 antag 3 and M1 PAM -6.
For CCS(=O)(=O)N1CCc2cc(OC)c(OC)cc2C1 the results were TAAR1 ag 0, CHRM5 PAM -1, CHRM1 agonist -1, M4 antag 10, CHRM5 antagonist -10, M4 ag 0, CHRM5 agonist -3, M1 antag -14 and M1 PAM 6.
Screening Nc1nnc2c(n1)CCCC2 returned TAAR1 ag 4, CHRM5 PAM -4, CHRM1 agonist -2, M4 antag 6, CHRM5 antagonist 2, M4 ag 0, CHRM5 agonist -2, M1 antag -2 and M1 PAM 7.
Screening CCN(CC)CC(O)Cn1c(-c2ccccc2Cl)nc2ccccc21 (stereo not drawn) returned TAAR1 ag 1, CHRM5 PAM -16, CHRM1 agonist -7, M4 antag 0, CHRM5 antagonist 14, M4 ag 1, CHRM5 agonist -5, M1 antag -10 and M1 PAM 9.
`COc1ccc(-c2c(C)n([O-])c3c([n+]2=O)CCCC3)c(OC)c1` gave TAAR1 ag 4, CHRM5 PAM 4, CHRM1 agonist 9, M4 antag -5, CHRM5 antagonist -2, M4 ag 1, CHRM5 agonist 3, M1 antag 2 and M1 PAM 13.
For CCCCNCCCOc1cccc(Cl)c1 the results were TAAR1 ag 24, CHRM5 PAM 6, CHRM1 agonist -7, M4 antag 0, CHRM5 antagonist -9, M4 ag 2, CHRM5 agonist -5, M1 antag 8 and M1 PAM -7.

Arranged by formula weight (smallest number first): five of the compounds above
Screening CC(C)(Cc1ccc(O)cc1)NC(=O)c1ccccc1 returned TAAR1 ag 4, CHRM5 PAM -8, CHRM1 agonist -2, M4 antag -5, CHRM5 antagonist 13, M4 ag 2, CHRM5 agonist -5, M1 antag -11 and M1 PAM 11.
Cc1ccc(OCCn2c(=O)cnc3ccccc32)cc1 was read as TAAR1 ag 2, CHRM5 PAM -9, CHRM1 agonist -3, M4 antag 5, CHRM5 antagonist 5, M4 ag 4, CHRM5 agonist -4, M1 antag 3 and M1 PAM -6.
`CC(OC(=O)CN1C(=O)COc2ccccc21)C(=O)NCc1ccc(F)cc1` (stereo not drawn) gave TAAR1 ag 4, CHRM5 PAM 1, CHRM1 agonist -4, M4 antag -27, CHRM5 antagonist -1, M4 ag 1, CHRM5 agonist -5, M1 antag -5 and M1 PAM 3.
For COc1ccc(C(=O)NNC(=O)C2(C)CC2(Br)Br)cc1 (stereo not drawn) the results were TAAR1 ag -1, CHRM5 PAM -8, CHRM1 agonist -4, M4 antag -5, CHRM5 antagonist 14, M4 ag 2, CHRM5 agonist -6, M1 antag 1 and M1 PAM 1.
CCN(CC(=O)NCc1ccc(Cl)cc1)C(=O)c1ccc2cc(OC)ccc2c1 was read as TAAR1 ag 0, CHRM5 PAM -10, CHRM1 agonist -1, M4 antag 1, CHRM5 antagonist 12, M4 ag 15, CHRM5 agonist 5, M1 antag -1 and M1 PAM -4.

Source: PubChem
